Bioassay records: PubChem, several laboratories
eLon inh: inhibits E. coli Lon protease; P0A9M0; purified E. coli Lon protease, fluorescence polarization; inhibition, % at 7.94 µM; actives 0.42% (n = 360,000); in the data active = inhibition above about 13%, passing the limit was not always enough;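 also: 0% = enzyme with probe and DMSO and 100% = no enzyme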
Rin1 Abl inh: blocks binding of human Rin1 to Abl; TR-FRET Rin1/Abl binding, biochemical; P00519+Q13671; actives 0.4% (n = 360,000); inhibition, % at 7.35 µM; AID 588664; in the data active = inhibition above about 5%, passing the limit was not always enough
TbMetRS inhib: Trypanosoma brucei MetRS inhibition; purified T. brucei MetRS, ATP depletion, Kinase-Glo luminescence; AID 624268; inhibition, % at 11.9 µM; actives 0.4% (n = 360,000);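 active = inhibition above a per-plate cutoff of the control wells' mean inhibition plus 3 SD, cut at about 5.5% in these data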;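 also: 0% = DMSO wells median and 100% = median of wells with control inhibitor compound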
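technique = Kinase-Glo luminescence, ATP depletion format | system = purified MetRS (methionyl-tRNA synthetase) enzyme from Trypanosoma brucei | timing = 15 min preincubation, 2 h reaction, all 25 °C | evaluation = percent inhibition versus plate control medians | dosing = single dose, 11.9 µM final nominal, 0.9% final DMSO | also added = substrates ATP, L-methionine and bulk Escherichia coli tRNA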
Neddyl block: cullin neddylation inhibition | P61081+Q13564 | TR-FRET cullin neddylation, biochemical | calls only at 25 µM | actives 0.58% (n = 360,000); in the data active = inhibition above about 36%
MsrA inhibitor: bovine MsrA inhibition; inhibition, % at 15.5 µM; AID 651718; purified bovine MsrA, absorbance read-out; actives 0.75% (n = 360,000); in the data active = inhibition above about 4.5%;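 also: 0% = vehicle wells with enzyme and 100% = reference inhibitor wells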
FAS TE block: blocks the thioesterase domain of human fatty acid synthase | actives 0.67% (n = 360,000) | inhibition, % at 15 µM | P49327 | recombinant FAS-TE, OMFH fluorogenic substrate, fluorescence endpoint | AID 602261;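 active = compounds whose normalised, plate-corrected inhibition of enzyme fluorescence in the single-dose primary screen is 50% or more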;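 also: 0% = DMSO with enzyme and 100% = substrate without enzyme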
PABP1 MLLE inh: blocks PAM2 peptide binding to the PABP1 MLLE domain. P11940. GST-MLLE / FITC-PAM2 fluorescence polarization. inhibition, % at 20 µM. actives 0.36% (n = 360,000). AID 588489; in the data active = inhibition above about 35%, passing the limit was not always enough;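 also: plate controls were DMSO wells with GST-MLLE for no effect and wells lacking GST-MLLE protein for full effect; some results filed as inactive read as strong as hits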
Target sequence (P11940 whole entry, looked up, the tested form may be a part): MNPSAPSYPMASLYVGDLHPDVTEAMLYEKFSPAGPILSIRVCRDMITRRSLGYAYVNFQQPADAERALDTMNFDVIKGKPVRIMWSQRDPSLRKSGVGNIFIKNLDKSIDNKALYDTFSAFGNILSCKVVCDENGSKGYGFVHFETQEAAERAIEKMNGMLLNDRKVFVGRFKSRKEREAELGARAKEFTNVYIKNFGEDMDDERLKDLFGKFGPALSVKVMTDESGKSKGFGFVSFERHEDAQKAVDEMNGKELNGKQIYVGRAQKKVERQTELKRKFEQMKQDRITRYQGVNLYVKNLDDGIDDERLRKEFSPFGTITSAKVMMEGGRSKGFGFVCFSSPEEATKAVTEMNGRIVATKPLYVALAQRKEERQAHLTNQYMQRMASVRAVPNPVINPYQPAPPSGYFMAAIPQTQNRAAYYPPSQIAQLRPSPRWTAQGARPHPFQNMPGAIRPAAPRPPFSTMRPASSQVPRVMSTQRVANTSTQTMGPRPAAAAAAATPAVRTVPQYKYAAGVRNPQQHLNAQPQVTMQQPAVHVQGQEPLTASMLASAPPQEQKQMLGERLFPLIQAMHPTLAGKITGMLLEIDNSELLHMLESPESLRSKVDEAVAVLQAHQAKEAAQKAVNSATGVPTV
CSN deneddyl inh: blocks human CSN-mediated cullin deneddylation; inhibition, % at 12.5 µM; actives 0.38% (n = 360,000); AID 651999; Purified CSN, SCF-Nedd8-OG deneddylation, fluorescence polarization;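 active = pattern-corrected inhibition above about 35%, with an unprinted fluorescence ratio check between 0.5 and 1.5, limit read from the data, passing the limit was not always enough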;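 also: 0% = enzyme with substrate and 100% = substrate without enzyme; some results filed as inactive read as strong as hits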
Target sequence (Q92905 whole entry, looked up, one chain of several): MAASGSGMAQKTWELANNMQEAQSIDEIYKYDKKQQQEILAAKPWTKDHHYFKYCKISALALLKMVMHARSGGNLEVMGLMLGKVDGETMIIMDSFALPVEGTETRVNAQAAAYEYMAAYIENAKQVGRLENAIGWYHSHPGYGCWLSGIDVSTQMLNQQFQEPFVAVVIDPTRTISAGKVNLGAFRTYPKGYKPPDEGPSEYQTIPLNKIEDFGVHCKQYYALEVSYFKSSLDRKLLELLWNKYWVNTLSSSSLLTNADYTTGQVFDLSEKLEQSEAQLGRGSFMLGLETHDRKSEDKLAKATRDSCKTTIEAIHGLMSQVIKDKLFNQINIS
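Test system: purified human Csn5 enzyme expressed in HEK293T cells. Amount: 0.24 nM enzyme. Reagent: SCFSkp2-Nedd8OG substrate at 10 nM final. Schedule: 90 min incubation of compound, enzyme and substrate at room temperature. Detection: fluorescence polarization. Read-out: % inhibition of substrate cleavage by Csn5.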
bovine MsrA act: bovine methionine sulfoxide reductase A activation | activation, % at 10.6 µM | purified bovine MsrA, absorbance read-out | AID 602163 | actives 0.3% (n = 360,000); in the data active = activation above about 7.5%;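 also: 0% = vehicle and 100% = reference activator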
The depositor's hits bear a star; i = inactive; / = not tested or not shown.

Fields: eLon inh, Rin1 Abl inh, TbMetRS inhib, Neddyl block, MsrA inhibitor, FAS TE block, PABP1 MLLE inh, CSN deneddyl inh, bovine MsrA act
- O=C(CCCn1c(=S)[nH]c2ccsc2c1=O)Nc1ccc2c(c1)OCO2
  1, -1, -0.1, i, 0.8, 0, -9, 0, 1
- O=C(O)c1ccc(N=NN2CCOCC2)cc1
  4, 2, -0.3, i, 1.4, -10, 5, -4, 1
- COc1ccc(C(=O)c2c(C)oc3ccc(O)c(CN4CCOCC4)c23)cc1
  -3, 1, 0.3, i, 0.1, 2, -7, -1, 1
- CC(C)n1ncc2c(C(=O)N3CCN(S(=O)(=O)c4cccc(F)c4)CC3)cc(C3CC3)nc21
  -14, -2, 0.7, i, 0.5, 0, -14, 2, -1
- CC(=O)N1CCc2cc(S(=O)(=O)C(C)CC(=O)NCc3ccc(C)o3)ccc21 (configuration not stated)
  1, -1, 0.1, i, 0.4, -4, 19, 5, -2
- N#C/C(=C/c1ccc(F)cc1)C(N)=S
  -10, 5, -1.3, i, 0.9, -6, 24, -6, -9
- O=C(N/N=C/c1ccccc1)c1cc[n+]([O-])cc1
  -2, 2, 0.5, i, 0.6, -3, 14, 1, 0
- COc1ccc(C)cc1NC(=O)CSc1nnc(-c2ccco2)n1Cc1ccco1
  -10, -1, -1.5, i, 1.3, -7, -12, -4, -11
- Cc1occc1C(=O)N1CCN(c2ncccn2)CC1
  -1, 4, 1.1, i, 0.6, -5, 8, -1, 5
- CCCn1c(=O)[nH]c(=O)c2c1nc(-c1cccs1)n2CCOC
  6, -5, -1.0, /, 0.9, 2, 4, 5, -8
- COC(=O)c1ccc2nc(-c3ccc(Cl)cc3)c(Cc3ccc(OC)cc3C)n2c1
  -5, /, -0.4, /, 0.5, 16, /, 5, -5
- CN1CCc2cccc3c2[C@@H]1Cc1ccc(O)c(O)c1-3
  3, 17*, 0.1, i, /, -4, 46*, -5, -3
- CCOc1ccc(CCN2C(=O)C(=O)N([C@@H](CC(C)C)CN3CCC[C@H]3CN3C(=O)C(=O)NC[C@@H]3CC(C)C)C[C@@H]2CC(C)C)cc1
  -8, /, -0.6, i, -1.3, -14, /, -1, 0
- CCNc1cc(N2CCN(S(=O)(=O)c3ccc4c(c3)CCCC4)CC2)ccc1[N+](=O)[O-]
  -3, -3, -0.7, i, 1.7, 41, 1, 1, -3
- CSC1=NCCN1C(=O)COc1ccc2ccccc2c1
  -2, 3, 0.5, i, 0.1, 7, 6, 3, -1
- Cc1nc(NC(=O)c2ccccc2)sc1-c1csc(N)n1
  5, 0, -1.5, i, 3.4, 1, 9, 0, -8
- Cc1ccc(C(=O)OCC(=O)Nc2cc(Cl)ccc2C#N)o1
  15, -3, -0.1, i, -1.0, -5, 12, 1, 0
- O=C(Nc1cnccn1)c1cccc(C(F)(F)F)c1
  -4, 0, -1.1, i, 1.0, -6, 3, 8, -2
- Cc1[nH]c(=O)[nH]c(=O)c1S(=O)(=O)Nc1cccc(C(F)(F)F)c1
  0, 1, 0.4, i, -1.2, -9, 11, -2, -2
- Cn1c2ccccc2c(=O)c2c(=O)n(C3CCCCC3)c(-c3ccco3)nc21
  -9, -1, -0.3, i, 2.0, -6, 17, -4, -7
- CCN(Cc1cc2ccccc2[nH]c1=O)C(=O)c1cccnc1
  0, 0, -0.5, i, -0.9, -4, 5, -5, -2
- COc1cc(OC)cc(C(=O)Nn2c(C)nc3ccccc3c2=O)c1
  8, 1, -0.6, i, 0.3, -8, -2, 0, -1
- C=CCc1ccccc1OCC(O)CN1CCN(CCO)CC1 (configuration not stated)
  -6, 5, -0.4, i, 1.6, -5, 1, -1, -3
- O=C(Nc1cccc(C(=O)N2CCCCC2)c1)c1ccccc1
  10, 0, -0.9, i, 0.1, -10, 1, 2, 0
- COc1ccc(-n2ccc3ccccc32)cc1
  8, 0, -0.6, i, -1.7, 17, -5, -5, -1
- CC(C)(C)c1cc2cccnc2n1Cc1cccc(F)c1
  -9, 0, -0.9, i, 2.6, -2, -5, 2, -5
- CSCCC(NC(=O)c1ccco1)C(=O)OCC(=O)Nc1ncc(Cl)c(C)c1Cl (configuration not stated)
  2, 2, -0.9, i, -0.4, -4, 9, 4, -10
- O=S(=O)(Nc1nccs1)c1cc(Cl)ccc1Cl
  -4, 1, -0.5, i, 0.1, -10, -47, 1, 0
- CSC1=NC(C)N2C(SC)=NC(C)N12 (configuration not stated)
  -1, 1, 0.1, i, -1.1, 0, -2, 0, -3
- CCn1c(SCC(=O)N2CCc3ccccc32)nc2c(c1=O)SC(C)C2 (configuration not stated)
  2, -2, -0.2, i, /, 2, 19, 2, -5
- CCOCCn1c(CN(Cc2ccccc2)Cc2ccccc2)nc2c1c(=O)[nH]c(=O)n2C
  4, 4, -0.6, i, -0.3, 6, 10, -1, 1
- COC(=O)c1nc(N)sc1-c1ccc(OC)cc1
  1, -4, 0.0, i, 1.9, -2, -8, 2, -3
- Cc1cc(S(=O)(=O)NCc2ccccc2)ccc1OCC(=O)Nc1cccc([N+](=O)[O-])c1
  3, 1, 1.1, i, 0.1, 37, 16, -1, -3
- COc1ccc(Br)c2oc(S)cc(=O)c12
  8, 6, -0.3, i, 1.5, 3, -49, 11, -5
- COc1cccc(C(=O)Nc2ccc(Oc3cccc(C(F)(F)F)c3)nc2)c1
  3, 1, -0.7, i, 1.0, 35, -8, 3, -4
- CCOCC(=O)Nc1cc(C(=O)OC)cc(C(=O)OC)c1
  -4, 3, -0.7, i, 0.3, -9, 4, 1, -1
- C=CCn1c(Oc2ccccc2)nc2c1c(=O)n(C)c(=O)n2C
  -9, 0, 0.0, i, 0.7, -2, 4, 0, -2
- O=C(COc1ccc(Br)cc1Cl)NNC(=O)c1ccccc1
  4, 1, 0.0, i, -1.0, -4, -3, 2, -1
- Cc1cccnc1NC(=O)c1ccccc1-c1ccccc1C(=O)Nc1ncccc1C
  -4, 2, -0.6, i, -0.9, -8, 11, -2, -6
- O=C(NNC(=S)NC(=O)c1ccco1)c1ccc(F)cc1
  -5, -1, -0.6, i, 0.3, -7, -25, 4, 4
- C#CCOC(=O)CCCN1C(=O)c2cccc3cccc(c23)C1=O
  0, -6, -0.1, i, 2.3, 3, 2, 3, -3
- COc1cc2ccccc2cc1C(=O)Nc1ccc(N2CCOCC2)cc1
  -5, -1, -0.6, i, 0.0, 8, 3, -3, -1
- COC(=O)c1c(NC(=O)CSc2nnc(C)c(=O)[nH]2)sc(C)c1C
  -9, 5, -0.1, i, 1.7, -18, 28, 3, -3
- Cc1cc(C(=O)CCC(=O)N2CCN(S(=O)(=O)c3ccccc3)CC2)c(C)s1
  3, -6, -0.5, i, -0.3, 2, -6, 2, -2
- Cc1cc(C(=O)NC(C)Cc2ccccc2)cc(C)c1[N+](=O)[O-] (configuration not stated)
  6, 4, -1.9, i, 1.4, 14, 2, -12, -11

Part of the list above in order of length of the SMILES, high to low.
Fields: eLon inh, Rin1 Abl inh, TbMetRS inhib, Neddyl block, MsrA inhibitor, FAS TE block, PABP1 MLLE inh, CSN deneddyl inh, bovine MsrA act
- Cc1cc(S(=O)(=O)NCc2ccccc2)ccc1OCC(=O)Nc1cccc([N+](=O)[O-])c1
  3, 1, 1.1, i, 0.1, 37, 16, -1, -3
- CCOCCn1c(CN(Cc2ccccc2)Cc2ccccc2)nc2c1c(=O)[nH]c(=O)n2C
  4, 4, -0.6, i, -0.3, 6, 10, -1, 1
- Cc1cccnc1NC(=O)c1ccccc1-c1ccccc1C(=O)Nc1ncccc1C
  -4, 2, -0.6, i, -0.9, -8, 11, -2, -6
- Cc1cc(C(=O)NC(C)Cc2ccccc2)cc(C)c1[N+](=O)[O-] (configuration not stated)
  6, 4, -1.9, i, 1.4, 14, 2, -12, -11
- COc1cc2ccccc2cc1C(=O)Nc1ccc(N2CCOCC2)cc1
  -5, -1, -0.6, i, 0.0, 8, 3, -3, -1
- O=C(NNC(=S)NC(=O)c1ccco1)c1ccc(F)cc1
  -5, -1, -0.6, i, 0.3, -7, -25, 4, 4
- COc1ccc(Br)c2oc(S)cc(=O)c12
  8, 6, -0.3, i, 1.5, 3, -49, 11, -5

(next part)
Fields: eLon inh, Rin1 Abl inh, TbMetRS inhib, Neddyl block, MsrA inhibitor, FAS TE block, PABP1 MLLE inh, CSN deneddyl inh, bovine MsrA act
- Cc1ccccc1NC(=O)c1c(C)[nH]c(=S)c(C#N)c1-c1ccc(Cl)cc1
  -3, -4, 0.6, i, 0.3, -4, 5, -2, 5
- COC(=O)[C@@]12CCCCN1[C@H](c1ccc(-c3ccc(F)cc3)cc1)[C@H]1C(=O)N(C)C(=O)[C@H]12
  -7, 0, -0.2, i, 0.1, 31, 9, 2, -2
- Cn1cnnc1SCC(=O)N/N=C/c1ccc(OCC(N)=O)cc1
  -4, -3, -0.5, i, 0.4, -6, -8, 5, -3
- Cc1cc(C)c(OCC(=O)Nc2nnc(-c3ccco3)o2)c(C)c1
  -8, 0, -0.5, i, 0.3, -5, 20, 7, -6
- CCOc1ccc(S(=O)(=O)N2CCC(C(=O)Nc3cccc(NC(C)=O)c3)CC2)cc1
  -1, 3, -1.6, i, -0.1, 1, 7, -3, -13
- CSc1ccc(CN(C)CC(=O)Nc2ccc(C)cc2Br)cc1
  5, -1, 0.3, i, -0.4, 21, 4, -1, -2
- CN(C)S(=O)(=O)c1cc(NC(=O)C2=COCCO2)ccc1Cl
  -10, 5, -0.1, i, -0.6, -4, 5, 1, -2
- CN(CC(=O)Nc1ccccc1Cl)C(=O)COC(=O)CCN1C(=O)C2CC=CCC2C1=O (configuration not stated)
  0, -1, 0.2, i, 1.2, -4, -4, 1, -1
- COC(=O)[C@]12CCCCC=C1N(CCC1=CCCCC1)C(=O)[C@H](CC(=O)NCc1cccc(C(F)(F)F)c1)C2
  -1, /, 0.0, i, -1.1, 16, /, -1, -1
- Nc1nc(SCC(=O)Nc2cc(Cl)ccc2Cl)n[nH]1
  -3, 0, -0.7, i, -0.4, -16, -49, 8, -12
- O=C(NC1CC1)c1cc(-c2ccco2)nc2ccccc12
  -1, 5, 0.0, /, /, 0, -7, 47, -2
- CCCCn1c(-c2csc(CC)c2)n[nH]c1=S
  5, -4, -0.8, i, 0.2, -6, -14, -5, -2
